High-throughput results deposited in PubChem BioAssay by National Center for Advancing Translational Sciences (NCATS).
HEK293 cAMP cs = raises cAMP in parental HEK293 cells, TSHR agonist counter-screen | parental HEK293 CNG cAMP sensor, membrane potential fluorescence | Potency, µM (highest dose often 57.1 µM), for inactives: top-dose activation, hits mostly activators | actives 2.5% (n = 73,000); further: potency means the concentration at half of the fitted maximal effect; % of control where 0% means no effect; nearly all actives have a fitted effect of over 55% in size
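Parental HEK 293 cells stably expressing a modified CNG channel (no TSHR) report cAMP rise as membrane depolarization. Membrane potential dye with 100 uM RO 20-1724 was loaded for 60 min at room temperature, then compound added for 30 min; fluorescence read at 590 nm.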
Texas Red fluor = Texas Red region autofluorescence | actives 0.06% (n = 59,000) | max dye-equivalent concentration, M | AID 587 | Compound fluorescence, Texas Red channel, 547/618 nm; hits give high values; in the data active means max dye-equivalent concentration above about 10 nM; inconclusive means between about 1.1 nM and that limit
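Fluorescence at ex 547/em 618 nm, normalized against an on-plate Texas Red standard series to give dye-equivalent concentration per compound concentration. Buffer 100 mM Tris, pH 8.0; 15 min RT incubation before CCD imaging.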
Casp7 inh = allosteric or competitive inhibitors of human caspase-7 | P55210 | recombinant caspase-7, Ac-DEVD-AFC fluorescence rate | Potency, µM (titrated, usually from 57.5 µM), inactives show at the highest dose activity change, negative = inhibition, hits mostly inhibitors | actives 0.02% (n = 75,000) | AID 889; active means well fitted inhibition curve with a large enough effect in the main read-out, with a control signal flat, not every such curve was filed as active; inconclusive means small, poorly fitted or top-dose-only effect, or a change in a side signal; further: potency means the concentration at half of the fitted maximal effect; % of control where 0% means no effect
Luciferase inh = inhibitors of firefly luciferase | purified firefly luciferase, luminescence, 8 min | Potency, µM (highest dose often 57.1 µM), for inactives: at the top dose activity change, negative = inhibition, usual class: inhibitors | actives 2.2% (n = 72,000); further: potency means the concentration at half of the fitted maximal effect; on the % scale 0 is the no-effect control and ±100 the full control effect; nearly all actives have a fitted effect of over 40% in size
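Compounds were tested as concentration series (qHTS) against purified P. pyralis luciferase with luciferin and 10 uM ATP in 50 mM imidazole pH 7.2, 50 mM KCl, 7 mM MgCl2, 0.01% Tween 20, 0.05% BSA. Luminescence was read after 8 min at ambient temperature.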
Fluorescein autfl = compound fluoresces in the fluorescein spectral region; Compound autofluorescence, 480/540 nm, fluorescein-equivalent; hits give high values; max fluorescein-equivalent concentration, M; actives 0.91% (n = 59,000); in the data active means max fluorescein-equivalent concentration above about 10 nM; inconclusive means between about 1.1 nM and that limit
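Compounds (23 nL) in 100 mM Tris pH 8.0, 15 min at room temperature, then fluorescence read at 480 nm excitation/540 nm emission. Signal converted to fluorescein-equivalent concentration from an on-plate fluorescein standard curve.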
Caspase-1 inhib = caspase-1 (human) inhibition, allosteric or competitive; actives 0.03% (n = 75,000); P29466; Potency, µM (titrated, usually from 57.5 µM), for the others: top-dose activity change, negative = inhibition, usual class: inhibitors; AID 900; Caspase-1 enzyme, Ac-WEHD-AFC fluorogenic rate;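 further: potency means the concentration at half of the fitted maximal effect; plate controls were vehicle for no effect and no substrate for full effect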
Target sequence (P29466 120-297 limits assumed): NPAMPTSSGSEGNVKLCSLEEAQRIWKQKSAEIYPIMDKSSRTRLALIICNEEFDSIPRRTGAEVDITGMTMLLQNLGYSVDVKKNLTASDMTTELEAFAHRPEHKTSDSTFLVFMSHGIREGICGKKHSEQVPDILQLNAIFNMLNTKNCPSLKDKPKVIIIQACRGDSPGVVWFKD
Target sequence (P29466 317-404 limits assumed): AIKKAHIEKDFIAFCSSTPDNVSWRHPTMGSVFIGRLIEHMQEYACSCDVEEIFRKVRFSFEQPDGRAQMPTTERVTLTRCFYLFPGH
HADH2 inh = HADH2 (human) dehydrogenase inhibition. Q99714. recombinant HADH2, NADH fluorescence, beta-hydroxybutyryl-CoA. Potency, µM (doses to about 57.1 µM), inactives show at the top dose activity change, negative = inhibition, hits mostly inhibitors. actives 3.4% (n = 73,000); further: potency means the concentration at half of the fitted maximal effect; on the % scale 0 is the no-effect control and ±100 the full control effect; nearly all actives have a fitted effect of over 60% in size; many of its hits are not listed in these tables
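Activity measured as NADH fluorescence gain (360/450 nm), taken as the change between first and last reads of a 4-min kinetic run. Conditions: pH 9.0 Tris buffer, 20 nM E. coli-expressed His-tagged enzyme, 1 mM NAD+, 90 uM beta-hydroxybutyryl-CoA; 15-min compound preincubation.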
USP2a inh = blocks human ubiquitin-specific protease USP2a; O75604; actives 0.1% (n = 60,000); USP2a enzymatic assay, qHTS inhibition; Potency, µM (titrated, usually from 38.3 µM), inactives show top-dose activity change, negative = inhibition, hits mostly inhibitors;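 further: potency means the concentration at half of the fitted maximal effect; nearly all actives have a fitted effect of over 60% in size; plate controls were DMSO for no effect and NEM full inhibition control for full effect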
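USP2 core (20 nM final) was preincubated with compound for 30 min at RT in 20 mM Tris-HCl pH 8.0, 2 mM CaCl2, 2 mM beta-mercaptoethanol; Ub-PLA2 (20 nM) plus NBD C6-HPC (20 uM) then added, fluorescence read after 2.5 h.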
Tau fil binding = tau filament binding. actives 2% (n = 71,000). recombinant tau filaments, thioflavin S fluorescence, 15 h; filaments grown with octadecylsulfate alongside compound. Potency, µM (top dose mostly 57.1 µM), for inactives: at the top dose activity change, negative = inhibition. P10636;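 further: potency means the concentration at half of the fitted maximal effect; on the % scale 0 is the no-effect control and ±100 the full control effect; actives lower thioflavin S fluorescence by blocking filaments or displacing dye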
Target sequence (P10636 whole entry, looked up): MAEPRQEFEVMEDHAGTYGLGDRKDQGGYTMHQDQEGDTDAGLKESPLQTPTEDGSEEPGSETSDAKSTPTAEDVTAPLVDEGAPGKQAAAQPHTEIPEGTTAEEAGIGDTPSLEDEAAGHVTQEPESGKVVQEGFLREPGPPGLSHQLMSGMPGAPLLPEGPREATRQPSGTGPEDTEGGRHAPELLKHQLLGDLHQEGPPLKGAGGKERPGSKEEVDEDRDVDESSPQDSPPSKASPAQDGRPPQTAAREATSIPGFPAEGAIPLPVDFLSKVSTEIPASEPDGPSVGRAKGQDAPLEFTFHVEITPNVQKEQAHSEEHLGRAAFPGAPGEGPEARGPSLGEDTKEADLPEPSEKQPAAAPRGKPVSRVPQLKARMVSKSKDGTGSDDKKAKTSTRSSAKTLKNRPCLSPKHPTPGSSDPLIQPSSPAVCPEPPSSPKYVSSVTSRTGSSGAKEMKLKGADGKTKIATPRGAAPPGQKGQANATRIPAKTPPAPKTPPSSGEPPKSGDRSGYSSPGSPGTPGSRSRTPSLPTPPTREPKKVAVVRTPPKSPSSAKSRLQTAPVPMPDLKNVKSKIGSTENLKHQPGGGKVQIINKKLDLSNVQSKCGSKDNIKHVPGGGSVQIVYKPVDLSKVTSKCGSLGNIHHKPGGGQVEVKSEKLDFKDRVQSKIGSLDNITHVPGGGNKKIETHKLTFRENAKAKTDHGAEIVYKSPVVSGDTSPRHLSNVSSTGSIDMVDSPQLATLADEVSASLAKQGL
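Assay mix: 1 uM His-tagged tau, 30 uM sodium octadecylsulfate, thioflavine S dye in HEPES/NaCl/DTT buffer. Compound is added prior to the inducer. Fluorescence after 15 h at 37 C.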
ERK AVP block = vasopressin-driven ERK pathway inhibition | HEK293-V1b, vasopressin-stimulated pERK AlphaScreen | Potency, µM (titrated, usually from 57.5 µM), without a hit: top-dose activity, negative = inhibition, most hits filed as inhibitors | actives 0.99% (n = 72,000) | AID 995; further: potency means the concentration at half of the fitted maximal effect; on the % scale 0 is the no-effect control and ±100 the full control effect; nearly all actives have a fitted effect of over 55% in size
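Overnight-seeded V1b-HEK293 cells in 1% FBS got compound, then vasopressin (25 nM final, 5 min, 37C), then lysis buffer. AlphaScreen detection of phospho-ERK; activity normalized to basal and full-stimulation controls.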
Rhodamine fluor = compound fluoresces in the rhodamine spectral region; Rhodamine-region fluorescence, 547/598 nm, Tris buffer; hits give high values; max dye-equivalent concentration, M; actives 0.05% (n = 59,000); AID 594; in the data active means max dye-equivalent concentration above about 11 nM; inconclusive means between about 1.1 nM and that limit
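Intrinsic compound fluorescence, ex 547 / em 598 nm, CCD imager. Tris 100 mM pH 8.0; 15 min RT. Output = rhodamine dye-equivalent concentration at each compound concentration.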
Starred values were filed as active, the others as inactive; i = inactive; u = inconclusive; x = no result given; & = joins results of further samples; [ ] = dose if it differs, or a comment. Unless noted, the call rests on the fitted dose curve; in most records, active means well fitted curve in the direction sought with a large enough effect; inconclusive means small, poorly fitted or top-dose-only effect, or another doubt; inactive means no such curve, though single readings can be large; an effect the other way counts as inactive or inconclusive. This is a subset; count on the stated rates, not on these rows.

SMILES | HEK293 cAMP cs | Texas Red fluor | Casp7 inh | Luciferase inh | Fluorescein autfl | Caspase-1 inhib | HADH2 inh | USP2a inh | Tau fil binding | ERK AVP block | Rhodamine fluor
O=C(CN1CCN(C(=O)c2ccco2)CC1)Nc1ccc2c(c1)OCCO2 | 1% | i | 1% | -1% | i | -3% | 9% | 0% | 1% | -3% | i
CCOC(=O)c1cnc(SCC(=O)Nc2ccc(NC(=O)CC)c(OC)c2)nc1N | 1% | i | -1% | 3% | i | 1% | 26% | -5% | -7% | -20% | i
COc1c(C)cc(Br)cc1C(=O)NCc1cccnc1 | 2% | i | 0% | 0% | i | 0% | -16% | 3% | 9% | -7% | i
COCCNC(=O)C(c1ccco1)N(C(=O)Cn1nnc2ccccc21)c1ccc(C)cc1C (configuration not stated) | 13% | u | 0% | 2% | u | 0% | 4% | 14% | -1% | -7% | i
CCCCOC(=O)c1cc2c(cn1)[nH]c1ccccc12 | u | x | -4% | u | x | 0% | 24% | x | -20% | -13% | x
CC1CCC(NC(=O)C2(C)CCC(=O)N2Cc2cccnc2)CC1 (configuration not stated) | 1% | x | 1% | 2% | x | -1% | -5% | x | 10% | -13% | x
C=CCn1c(SCC(=O)Nc2cc(C)cc(C)c2)nnc1-c1cnccn1 | 4% | i | -1% | 1% | u | 0% | -4% | 26% | -8% | 11% | i
COc1ccc(CCNC(=O)C2CCN(S(=O)(=O)N3CCCCC3)CC2)cc1OC | 6% | i | -3% | 0% | i | -4% | 18% | 8% | -6% | 3% | i
O=c1c2ccccc2nc(N2CCN(c3ccccc3)CC2)n1Cc1ccccc1 | 24% | x | -3% | 0% | x | 0% | -28% | x | -5% | -5% | x
CC(C)CCn1cnc2c(c1=O)c1nc3ccccc3nc1n2Cc1ccc2c(c1)OCO2 | 17% | u | -4% | 3% | i | -4% | -3% | 2% | -8% | -16% | i
CCNC(=O)[C@H](C)/C=C/C(NC(=O)OCc1ccccc1)c1ccc(C(=O)OC)cc1 (some centres not stated) | u | x | -1% | x | x | -2% | -7% | x | 8% | 6% | x
Cc1c(S(=O)(=O)N2CCN(C(=O)c3ccco3)CC2)c(=O)n(C)c(=O)n1C | 2% | x | -1% | 1% | x | -5% | 14% | x | -11% | x | x
CC(C)[C@@H](C(=O)O)N1C(=O)c2ccccc2C1=O | 11%[11.4 µM] | i | 0%[11.5 µM] | 1%[11.4 µM] | i | -5%[11.5 µM] | 7%[11.4 µM] | x | -5%[11.4 µM] | 3%[11.5 µM] | i
CCOC(=O)NC1(Nc2ccc(Cl)cn2)Oc2ccccc2O1 | 4% | i | -2% | -4% | u | -5% | u | -4% | 4% | u | i
O=C(Oc1cccc2c(OC(=O)N3CCOCC3)cccc12)N1CCOCC1 | -4% | i | 2% | 1% | i | 0% | 17% | 7% | 2% | -9% | i
COc1cc2c(=O)n(Cc3ccccc3)c(=O)n(CC(=O)C(C)(C)C)c2cc1OC | u | i | 1% | 1% | i | 2% | -1% | -2% | 6% | 5% | i
CCOc1ccc(OCC)c(NC(=O)C2CCN(S(=O)(=O)c3c(C)noc3C)CC2)c1 | 6% | i | -1% | 3% | i | -2% | 1% | 16% | -4% | -4% | i
CCc1c(C)c2c(C)nn(-c3ccccc3)c2[nH]c1=O | -5%[11.4 µM] | x | 0% | 0% | x | -3% | -8%[11.4 µM] | -2%[7.66 µM] | -5%[11.4 µM] | -5% | x
Cc1cc2cc3c(cc2nc1SCC(=O)O)OCCO3 | 14% | i | 0% | 0% | i | 0% | u | -10% | 46% | -1% | i
CCOC(=O)C1CN(c2cc3c(cc2F)c(=O)c(C(=O)O)cn3CC)OC1C(=O)OCC (configuration not stated) | 3% | u | -2% | 3% | u | -2% | 64%[activator] | 12% | -1% | 1% | i
Cc1cnc(NC(=O)CSc2ncc(-c3ccccc3)n2Cc2ccco2)s1 | u | i | -4% | -2% | i | -3% | 9% | 13% | 2% | 2% | i
Cc1noc(C)c1-c1cc(N2CCN(C)CC2)ncn1 | u | i | -2% | -2%[2.29 µM] | u | 1% | 5% | -10% | 3% | u | i
CCCn1nc(NC(=O)c2ccncc2)c2cc3ccccc3nc21 | -1% | i | -20% | -2% | i | u | -8% | 16% | -16% | -29% | i
Cc1c(NC(=O)c2ccc3c(c2)OCO3)c(=O)n(-c2ccccc2)n1C | 9%[11.4 µM] | x | -1% | 4% | x | 0% | u | -5%[7.66 µM] | -12%[11.4 µM] | 9% | x
COc1ccc(OCC2CN3C(CCC(C)C3c3ccc(Br)cc3)C(=O)O2)cc1 (configuration not stated) | u | x | 0%&-1%[11.5 µM] | x | x | 0%&-1%[11.5 µM] | -4%&-1%[11.4 µM] | x | x | 33%&-2%[activator][11.5 µM] | x
CCn1nnc(NC(=O)C(C)Oc2ccc(Cl)cc2Cl)n1 (configuration not stated) | 8% | i | -1% | 0% | u | -2% | -3% | 0% | 2% | -11% | i
COc1ccc(N2CCN(S(=O)(=O)c3ccc(Cl)c(C(F)(F)F)c3)CC2)cc1 | 3% | i | 0% | -1% | i | 1% | -4% | -11% | -2% | 6% | i
C=CCNC(=O)C(C)N1C(=O)c2ccccc2C1=O (configuration not stated) | 2% | i | 0% | -3% | i | 0% | -17% | -1% | 7% | -9% | i
CNc1ncnc(Sc2nc(N)nc3nc[nH]c23)c1[N+](=O)[O-] | -2%[11.4 µM] | i | -1%[11.5 µM] | 2%[11.4 µM] | u | -2%[11.5 µM] | 7%[11.4 µM] | x | 4%[11.4 µM] | 6%[11.5 µM] | i
Cc1onc(-c2ccccc2)c1C(=O)Nc1sc2c(c1C(N)=O)CCC2 | 0% | u | -12% | -2% | i | -3% | u | 21% | u | 0% | i
O=C(CSc1nc2ccccc2c(=O)n1Cc1ccc(C(=O)NC2CC2)cc1)NCc1ccco1 | 20% | u | -4% | -1% | u | -1% | -2% | -1% | i | -18% | i
COc1ccc(CCNC(=O)C2CCCN2C(=O)Nc2cccc(C(C)=O)c2)cc1OC (configuration not stated) | -11% | i | 2% | -2% | i | 3% | -1% | -1% | 1% | -4% | i
CCc1nnc(NC(=O)C(C)N2C(=O)C3C4C=CC(C4)C3C2=O)s1 (configuration not stated) | 0% | i | 1% | 4% | i | 2% | 2% | -5% | -1% | 3% | i
CCCc1[nH][nH]c(=O)c1C(c1ccccc1)C(C#N)C#N (configuration not stated) | 21% | i | -1% | 0% | i | 1% | -16% | -16% | -1% | -32% | i
CCCCCn1c(CN2CCN(CCO)CC2)nc2c1c(=O)n(C)c(=O)n2C | -9% | x | 1% | 1% | x | -1% | -6% | x | -17% | x | x
O=C1CCC[C@H]1C(=O)Nc1ccc2ccccc2c1 | 4%[11.4 µM] | i | -1%[11.5 µM] | 1%[11.4 µM] | i | 0%[11.5 µM] | 11%[11.4 µM] | x | -6%[11.4 µM] | 10%[11.5 µM] | i
COC(=O)c1c(C)n(-c2ccccc2)c2ccc(O)cc12 | 5% | i | -3% | -3% | i | 0% | u | 7% | -4% | -18% | i
O=C(NCCCN1CCOCC1)c1cc2cc(Cl)cc(Cl)c2oc1=O | 0% | i | 0% | 0% | u | -1% | -15% | -5% | 1% | -7% | i
Cc1csc(Sc2nc3c(c(=O)[nH]c(=O)n3C)n2CCCc2ccccc2)n1 | -5% | u | 1% | 0% | u | -1% | 0% | 3% | 6% | 9% | i
NNC(=O)Cc1cccnc1 | 6%[11.4 µM] | i | 0%[11.5 µM] | -1%[11.4 µM] | i | 0%[11.5 µM] | -1%[11.4 µM] | x | 10%[11.4 µM] | -15%[11.5 µM] | i
CCOCC(=O)Nc1ccc(S(=O)(=O)NCCc2ccccc2)cc1 | 4% | i | 0% | 1% | i | 1% | 0% | -1% | -8% | -7% | i
COc1cc(C)c(Br)cc1S(=O)(=O)N1CCOCC1 | 1% | i | -4% | 0% | i | -5% | 6% | 21% | 3% | -11% | i
COCCCNc1ncnc2c1cnn2-c1ccc(C)cc1C | -6% | i | 0% | 1% | i | 0% | 0% | 5% | -2% | 3% | i
O=C(c1coc2ccc(O)c(CN3CCOCC3)c12)C1CC1 | u | i | -1% | -1% | u | -1% | -4% | 17% | -9% | -22% | i
O=C(COC(=O)C1CC(=O)N(C2CCCCC2)C1)c1ccc(F)cc1 (configuration not stated) | 6% | x | 0% | 1% | x | -1% | -3% | x | -29% | x | x
CNC(=O)c1cc2cc(Cl)cc(OC)c2oc1=O | 1% | i | -2% | 0% | i | -1% | 2% | 3% | 0% | -3% | i
O=c1c(/C=N/O)c(Nc2ccccc2)nc2ccccn12 | 11% | x | -1% | -4% | x | -3% | 3% | -3% | 8% | -3% | x
C[C@@H](C(=O)NCc1ccc(S(C)(=O)=O)cc1)[C@H]1C[C@]1(C)[C@H](NC(=O)OCc1ccccc1)c1ccccc1 | 27% | x | -2% | x | x | -1% | 8% | x | 9% | 2% | x
